S100A4 inh HTS: S100A4-myosin IIA interaction inhibition; P26447; inhibition, % at 10.7 µM; actives 0.14% (n = 360,000); S100A4/TAMRA-MyoIIA peptide fluorescence polarization; AID 652163;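 active means mean inhibition of at least 70% across replicates, with every replicate also reaching that level; inconclusive means mean inhibition reaches 70% but some replicates fall short; inactive means mean inhibition below 70%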
Target sequence (P26447 whole entry, looked up): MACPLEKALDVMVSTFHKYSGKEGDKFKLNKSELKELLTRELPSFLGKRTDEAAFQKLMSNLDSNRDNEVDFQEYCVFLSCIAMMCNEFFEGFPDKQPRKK
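Test system – S100A4 monomer (human) · Compound – single-point compound testing · Schedule – 5 min incubation before reading · Probe or stimulus – TAMRA-labelled myosin IIA heavy-chain peptide probe, 5 nM · Benchmarks – neutral control DMSO, positive control TFP · Medium – Calcium-containing HEPES buffer, pH 7.2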
RAD54 branch: inhibitors of human RAD54 branch migration; RAD54 Holliday junction branch migration, FAM/BHQ fluorescence; inhibition, % at 10.4 µM; actives 0.14% (n = 360,000);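 active means mean normalized replicate activity at least 40 and at least half of replicates scoring 40 or more; inconclusive means only one of the two criteria met; inactive means mean below 40 and under half of replicates reaching 40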;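 further: 0% = median of neutral control wells and 100% = median of positive control wells; inhibitors cause a drop in the FAM fluorescence signal; in these data hits start at about 50%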
Target sequence (Q92698 whole entry, looked up): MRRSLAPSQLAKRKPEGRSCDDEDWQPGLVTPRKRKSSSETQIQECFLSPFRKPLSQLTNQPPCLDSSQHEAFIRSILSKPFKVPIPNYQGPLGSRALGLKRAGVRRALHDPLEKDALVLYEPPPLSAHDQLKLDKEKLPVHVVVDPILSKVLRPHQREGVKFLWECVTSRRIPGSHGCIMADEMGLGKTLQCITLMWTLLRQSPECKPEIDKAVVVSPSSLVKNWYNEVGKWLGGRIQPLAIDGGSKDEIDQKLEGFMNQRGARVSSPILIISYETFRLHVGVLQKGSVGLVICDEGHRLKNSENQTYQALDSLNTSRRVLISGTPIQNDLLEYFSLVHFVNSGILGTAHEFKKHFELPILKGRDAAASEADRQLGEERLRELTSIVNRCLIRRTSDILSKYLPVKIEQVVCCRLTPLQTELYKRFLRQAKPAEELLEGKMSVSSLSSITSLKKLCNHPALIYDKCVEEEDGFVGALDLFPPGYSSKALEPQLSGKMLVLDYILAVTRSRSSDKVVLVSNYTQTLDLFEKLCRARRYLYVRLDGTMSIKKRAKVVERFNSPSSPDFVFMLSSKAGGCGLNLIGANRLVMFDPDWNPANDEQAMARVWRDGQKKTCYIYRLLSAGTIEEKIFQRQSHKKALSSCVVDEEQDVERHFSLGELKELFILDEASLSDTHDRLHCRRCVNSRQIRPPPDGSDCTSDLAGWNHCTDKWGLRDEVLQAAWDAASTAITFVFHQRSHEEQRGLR
ERAP1 HTS inh: inhibitors of human ERAP1 aminopeptidase; recombinant ERAP1, Leu-AMC fluorescence, 60 min; inhibition, % at 10.7 µM; actives 0.15% (n = 340,000); AID 652197;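 active means mean replicate inhibition of at least 30%, or all replicates individually reaching that 30% level; inactive means mean below 30% and not every replicate reaching it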;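 further: 0% = neutral control wells and 100% = L-leucinethiol positive control wells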
Xi reactivation: activators of X-chromosome reactivation in mouse fibroblasts. XiGFP mouse fibroblasts, % GFP-positive cells imaging, 3 d; cells co-treated with 5-aza-dC sensitizer; scaled so ellipticine positive control = 100%. activation, % at 7.58 µM. actives 0.055% (n = 360,000). AID 743238;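 active means mean normalized replicate activation at least 10% and every replicate at or above 10%; inconclusive means only one of the two criteria met; inactive means mean below 10% and not all replicates reach 10%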;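 further: 0% = median of on-plate neutral control wells and 100% = ellipticine 6 µM median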
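System: XiGFP fibroblasts, SV40-immortalized. Medium: DMEM plus 5-aza-dC sensitizer. Doses: single point. Timing: 3 d treatment, 15 min room-temperature fixation. Control set: ellipticine 6 µM.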
ERp5 inh: blocks human ERp5 reductase activity on insulin | Q15084 | actives 0.05% (n = 350,000) | inhibition, % at 9.99 µM | ERp5 insulin aggregation, absorbance 650 nm, 90 min;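 active means mean replicate inhibition above about 25%, with every replicate also reaching it, limit read from the data, passing the limit was not always enough; inconclusive means only one of those two criteria met; inactive means neither criterion met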
E-sel inducer: induces E-selectin expression in human endothelial cells | actives 0.37% (n = 260,000) | P16581 | AID 686992 | activation, % at 7.58 µM | HUVEC E-selectin immunofluorescence imaging; normalized: neutral wells 0, TNF-alpha wells 100;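 active means mean E-selectin-positive cell signal at least 10% of the positive control, reached in at least 60% of replicates, without over 20% cell loss; inconclusive means no rule given, readout overlaps actives, possibly toxicity-flagged; inactive means the rest, including those meeting only one limit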;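 further: in these data hits start at about 27%; measured in HUVEC primary endothelial cells; signal is the percent of cells scored E-selectin positive by PE staining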
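System: HUVEC, human umbilical vein endothelial cells; quantity: 3,000 cells/well; buffer or medium: EGM-2 medium, gelatin-coated wells; dosing: single-point compound dose; detection: immunofluorescence imaging; evaluation: % PE-positive cells; benchmarks: TNF-alpha, DMSO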
RAD52 anneal inh: blocks human RAD52 DNA annealing; inhibition, % at 18.7 µM; P43351; AID 651710; recombinant RAD52 DNA annealing, FRET fluorescence; actives 0.46% (n = 360,000);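 active means every replicate showing at least 50% inhibition; inconclusive means mean inhibition at least 50% but not in every replicate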
esBAF inh: inhibitors of esBAF chromatin remodeling in mouse ES cells; actives 2% (n = 350,000); AID 602393; Bmi1-luciferase knock-in reporter, 24 h; 100% = twice the neutral-well signal; reporter increase, % at 12.5 µM; in the data active means activation above about 40%; inconclusive means no clear call, values can overlap the other calls;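 further: 0% = median of the plate's neutral control wells and 100% = double that signal; a rise in the Bmi1 reporter signal indicates esBAF inhibition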
Active calls of the source: *; ? = inconclusive; . = no result given.

Molecule,esBAF inh,E-sel inducer,Xi reactivation,ERp5 inh,S100A4 inh HTS,ERAP1 HTS inh,RAD54 branch,RAD52 anneal inh
CCOc1ccc2[nH]c3c(N4CCc5ccccc5C4)ncnc3c2c1,.,.,0.0,.,-2,1,2,-2
O=C(Nc1ccc(F)cc1F)c1cncc(Br)c1,.,.,0.3,2,3,-1,.,-7
CCOC(=O)[C@]12CCCC=C1N(CCC1=CCCCC1)C(=O)[C@H](CC(=O)NCCC(C)C)C2,.,?,0.1,0,-2,.,.,7
O=C(Nc1ccccc1Cl)c1cc(C2CCCN(C(=O)CCc3ccccc3)C2)on1 (centres undefined),22,0.1,0.2,8,2,-9,-9,2
COc1ccccc1NC(=O)/C(=C/c1ccncc1)NC(=O)c1ccccc1,-8,17,0.4,2,0,-3,-5,-12
O=C(COC(=O)/C=C/c1ccc(F)cc1)NC(=O)NCc1ccccc1,2,-0.2,0.1,3,-2,-3,11,-8
C[C@@H]1CN([C@@H](C)CO)C(=O)Cc2cc(NC(=O)Nc3ccccc3)ccc2O[C@H]1CN(C)C(=O)Nc1ccc(C(F)(F)F)cc1,2,0.1,-0.5,.,.,.,0,.
COc1ccc(NC(=O)CN2CCN(CC(=O)Nc3ccc(OC)cc3)CC2)cc1,-2,.,0.0,1,-9,-3,-1,-4
CC(C)(C)c1cc(CCC(=O)NCCc2ccccn2)cc(C(C)(C)C)c1O,8,-0.2,0.0,-3,-9,-5,3,-50
C[C@@H]1CCCCO[C@H](CN(C)C(=O)C2CCCCC2)[C@H](C)CN([C@@H](C)CO)C(=O)c2cc(NC(=O)Nc3ccc(C(F)(F)F)cc3)ccc2O1,2,0.4,-0.6,-1,3,3,-1,-16
COc1ccc(C#Cc2cnc3c(c2)C(=O)N([C@H](C)CO)C[C@@H](C)[C@@H](CN(C)C(C)=O)O3)cc1,1,-0.5,2.0,-6,-4,2,-3,12
Cc1ccc(C(=O)Nc2cc(Cl)ccc2-n2cncn2)o1,.,.,0.1,-1,-3,16,6,-34
CCOC(=O)C1CCN(c2ncnc3c2cnn3C)CC1,-1,.,.,9,-1,1,-1,1
CN1CCN(C(=S)NC(=O)c2ccc(Br)cc2)CC1,.,0.8,0.0,5,0,.,5,9
CSc1nnc(NC(=O)c2ccc(S(=O)(=O)N3CCOCC3)cc2)s1,.,.,0.0,-8,-3,-1,-4,-22
C[C@@H]1CN([C@H](C)CO)C(=O)c2cccc(NC(=O)C3CC3)c2O[C@H]1CN(C)C(=O)Nc1cccc2ccccc12,6,0.9,0.1,-10,-1,-3,-3,6
Cc1onc(-c2ccccc2)c1C(=O)N(Cc1ccco1)Cc1cccs1,.,5.5,0.4,1,3,3,.,-14
CC(C)(C)NC(=O)C(CCc1ccccc1)n1c(=O)c(-c2ccccc2)nc2ccccc21 (centres undefined),.,-0.2,0.0,-1,-5,-3,.,-15
CCOC(=O)N1CCC(=NNC(N)=O)CC1,.,.,0.0,-7,1,5,.,-7
COCCn1c(C)cc(C(=O)COC(=O)/C=C/c2cccc(OC)c2)c1C,.,.,0.0,0,-4,-2,.,5
Cc1noc(C)c1NC(=O)N(C)C[C@@H]1Oc2cc(C#CCC3CCCC3)ccc2S(=O)(=O)N([C@@H](C)CO)C[C@H]1C,-1,1.6,-1.2,2,1,1,-3,3
O=C(CCc1nnc2n(Cc3ccc(Cl)cc3)c(=O)c3ccccc3n12)NCCCN1CCOCC1,4,.,0.0,5,-2,2,3,-4
CO[C@@H]1CN(C)C(=O)c2ccc(NC(=O)Cc3ccccc3)cc2OC[C@H](C)N(C(C)=O)C[C@@H]1C,4,0.2,0.1,-3,7,-1,10,10
COc1ccc(/C=N/Nc2nc(NCc3ccco3)nc(Nc3ccc(OC)cc3)n2)cc1,6,13,0.1,1,-5,-1,0,-11
N=NC(=O)c1ccccc1Nc1c(O)[nH]c2ccccc12,4,0.3,0.2,-11,-5,1,6,-17
COc1ccc(NC(=O)c2ccccc2NC(=O)C2CCCCC2C(=O)O)cc1 (centres undefined),51*,0.1,0.0,6,-3,0,5,-2
O=C(/C=C/c1cccc([N+](=O)[O-])c1)n1cnc2ccccc21,.,.,1.3,3,-6,3,.,-2
O=C(C1CCN(Cc2ccc(Cl)cc2)CC1)N1CCN(Cc2ccc3c(c2)OCO3)CC1,0,0.1,0.2,-10,-4,-6,1,-5
CCOc1ccc(C2C(C#N)=C(N)Oc3cc(C)n(Cc4ccco4)c(=O)c32)cc1OC (centres undefined),5,.,.,4,2,6,-9,-72
O=C(O)CCC(=O)Nc1sc2c(c1C(=O)NC1CCCC1)CCCC2,-1,1.0,0.1,2,-4,-2,-5,-8

At a glance, 2 of the compounds above.
Molecule,esBAF inh,E-sel inducer,Xi reactivation,ERp5 inh,S100A4 inh HTS,ERAP1 HTS inh,RAD54 branch,RAD52 anneal inh
COc1ccc(C#Cc2cnc3c(c2)C(=O)N([C@H](C)CO)C[C@@H](C)[C@@H](CN(C)C(C)=O)O3)cc1,1,-0.5,2.0,-6,-4,2,-3,12
Cc1ccc(C(=O)Nc2cc(Cl)ccc2-n2cncn2)o1,.,.,0.1,-1,-3,16,6,-34

The list goes on:
Molecule,esBAF inh,E-sel inducer,Xi reactivation,ERp5 inh,S100A4 inh HTS,ERAP1 HTS inh,RAD54 branch,RAD52 anneal inh
CC(C)(C)NC(=O)c1ccc2c(c1)C(=O)N(Cc1ccco1)C2=O,6,-0.1,0.1,-1,-1,-2,0,-12
O=C(NCCc1ccccc1)C1CC(=O)N(C2CCCC2)C1 (centres undefined),2,.,0.0,11,-7,3,-4,-17
CN(CC(=O)Nc1ccccc1C(F)(F)F)C(=O)CSc1nnc(N)s1,.,.,-0.1,0,16,-2,-5,-14
COc1ccc(N(CC(=O)Nc2ccc(F)c(F)c2)S(=O)(=O)c2c(C)[nH]c(=O)[nH]c2=O)cc1,0,.,0.2,-2,-3,0,-1,-14
C[C@H]1CN([C@@H](C)CO)C(=O)c2cccc(NC(=O)CCCCCC(=O)Nc3ccccc3N)c2O[C@@H]1CN(C)C(=O)Nc1ccc(C(F)(F)F)cc1,.,.,0.1,-1,-5,-2,.,-8
O=S(=O)(Cc1ccccc1)N1CCCc2ccccc21,.,.,0.2,0,2,0,.,-10
COc1ccc(/C=C/C(=O)c2cc(Cl)cc(Cl)c2O)c(OC)c1,1,15,0.0,2,2,1,-21,-11
CCNC(=O)[C@H]1[C@H](CO)[C@H]2Cn3c(ccc(-c4ccccc4)c3=O)[C@H]2N1C(=O)Cc1cccnc1,-6,-0.1,0.8,-5,-11,0,-19,1
CCCN(C)C[C@@H]1Oc2cc(C#CC(C)(C)O)ccc2S(=O)(=O)N([C@H](C)CO)C[C@@H]1C,0,0.0,0.2,-4,1,0,1,-5
C[C@H](O)C#Cc1ccc2c(c1)O[C@@H](CN(C)C(=O)C1CC1)[C@H](C)CN([C@H](C)CO)S2(=O)=O,1,-0.3,-0.5,8,0,0,-1,14
CN(CCc1ccccc1)C1CCCN(S(=O)(=O)c2cccc(F)c2)C1 (centres undefined),8,.,0.1,-4,4,-1,8,-4
Cc1ccc(S(=O)(=O)Nc2ccc3c(c2)C(=O)N([C@H](C)CO)C[C@H](C)[C@H](CN(C)C(=O)NC(C)C)OCCCC[C@@H](C)O3)cc1,-1,0.2,0.1,5,-51,-1,2,10
O=C(Cc1cccnc1)N1CC2(C1)[C@H](c1ccccc1)[C@@H](CO)N2C(=O)C1CCC1,.,0.0,0.1,0,1,-1,.,-13
O=C(O)CCc1nn2c3ccccc3n(Cc3ccccc3)c2nc1=O,.,.,0.4,2,-5,-2,.,-7
CCN(C(=O)CN1CCCC(C)C1)c1c(N)n(Cc2ccccc2)c(=O)[nH]c1=O (centres undefined),0,.,-0.4,-3,3,2,-3,-20
O=C(c1ccncc1)N1CCCCN2[C@@H](CO)[C@@H](c3ccc(-c4ccccc4)cc3)[C@@H]2C1,.,-0.2,0.2,-1,-3,-2,2,-2
C[C@H](CO)N1C[C@H](C)[C@@H](CN(C)S(C)(=O)=O)Oc2ccc(NS(=O)(=O)c3cn(C)cn3)cc2CC1=O,1,-6.1,0.0,1,0,1,-1,-2
Cn1nc(CC#N)c2c(=N)n(N)cnc21,-1,-0.1,0.3,-12,0,-7,-1,-14
COc1ccc(CNC(=O)CN2CCN(c3ccc(F)cc3)CC2)cc1,-3,0.4,0.0,-2,6,-1,-2,-2
CC(=O)NS(=O)(=O)c1cccnc1Nc1cccc(Cl)c1C,-4,.,0.3,-6,-1,3,0,5
COc1ccc(C(CNC(=O)C(CCSC)NC(=O)c2ccccc2Cl)N2CCOCC2)cc1 (centres undefined),-3,-0.3,0.0,0,-5,2,0,-5
COc1ccc2oc(-c3ccco3)cc(=O)c2c1,20,0.5,0.2,-2,-6,.,8,-3
Cc1noc(C)c1C(=O)N1CCN(c2ccccc2O)CC1,3,0.0,0.1,-3,-7,0,5,-8
CCCn1c2ccccc2c2cnn(CC(=O)NCCCN3CCCCC3CC)c(=O)c21 (centres undefined),-17,.,0.0,3,-6,-2,10,7
O=C(CSc1nnc(NC(=O)C2CC2)s1)NCc1cccs1,.,-0.3,0.0,-8,1,3,-2,-12
CCN(C(=O)COC(=O)CCCOc1ccc(Cl)cc1C)c1c(N)n(Cc2ccccc2)c(=O)[nH]c1=O,-2,-0.9,0.5,4,-1,-2,4,-25
O=C(CN(c1ccccc1)S(=O)(=O)c1ccc(F)cc1)NC1CCS(=O)(=O)C1 (centres undefined),.,2.1,0.0,2,7,1,.,-19
CC1CCN(S(=O)(=O)c2ccc3c(c2)N(CC(=O)NCCCN2CCCCC2C)C(=O)CS3)CC1 (centres undefined),-2,.,0.0,-1,-9,0,-4,-30
Cc1noc(C)c1S(=O)(=O)Nc1ccc2c(c1)CC(=O)N([C@@H](C)CO)C[C@@H](C)[C@H](CN(C)C(=O)Nc1cccc3ccccc13)O2,4,-0.3,-0.6,1,1,1,10,13
O=C(O)c1cccc2c1C(=O)c1ccc(N3CCCC3)cc1S2(=O)=O,-8,0.0,0.3,0,8,-4,-60,-382
CCOC(=O)C1CCN(C(=O)C2CCN(S(=O)(=O)c3cccc4nsnc34)CC2)CC1,-6,.,0.2,-3,5,-2,0,-5
O=C(C1CC1)N(Cc1nc2ccccc2c(=O)[nH]1)Cc1cccs1,-7,4.0,-0.2,3,5,-1,.,-14
CCCN1C(=O)/C(=C\C=C2/Sc3ccccc3N2CCO)SC1=S,-6,5.9,0.0,2,-40,-2,.,-36
Cc1ccccc1-c1ccc([C@H]2[C@H](CO)N3CCCCN(C(=O)Nc4cccc(F)c4)C[C@@H]23)cc1,-3,.,.,-2,-1,1,-24,-6
Cc1cc(NC(=O)Nc2cccc(Cl)c2)n(-c2ccccn2)n1,5,.,0.1,2,-5,-3,4,-4
CC(Oc1ccc(Br)cc1Br)C(=O)Nc1cccnc1Cl (centres undefined),-1,0.1,0.2,0,1,-4,-3,-7

Compound activity: PubChem BioAssay, Broad Institute
